PolyA inhibitor: blocks polyadenylation in yeast reporter cells; S. cerevisiae SKY197-pL101 polyadenylation reporter, beta-gal luminescence; efflux-impaired pdr1/pdr3 knockout yeast; score 100 = 6 SD above DMSO; 0.02% of 300,000 active; calls only at 12 µM;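 active = lowest replicate activity score at least 50, where 100 means six control SD above control mean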;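 also: yeast exposed to compound for 9 h at 30 °C; higher score means more reporter readthrough which indicates perturbed polyadenylation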
MrgX1 agonist: activates human MrgX1 receptor signaling; MrgX1-HEK293 cells, Fluo-4 calcium fluorescence, agonist mode; hits give high values; B-score at 10 µM; 0.44% of 310,000 active;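 active = calcium response B-score plate-corrected fluorescence ratio at least 3 library SD, with starting fluorescence B-score inside 5 SD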
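Test system: HEK293 cells stably expressing human MrgX1 receptor; Input: fifteen thousand cells per well; Dosing: compound delivered in addition one of three; Schedule: overnight seeding, then 1 h dark dye loading; Technique: Fluo-4 NW calcium fluorescence; Measure: B-scored fluorescence response ratio; Controls: positive and negative controls per plate.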
AI-2 QS modul: modulates the Vibrio harveyi AI-2 quorum sensing system. Vibrio harveyi JMH597 AI-2 luminescence/OD600 ratio, 9 h; hits give low values; strain lacks LuxN and CqsS sensors; 0 = neutral-control median. activity change, % at 7.5 µM. 0.4% of 300,000 active; in the data active = activity change below about -75%, passing the limit was not always enough;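 also: luminescence divided by OD600 gain over 9 h not by final OD600 alone; inactives centre near 13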
TRPC4 act: activators of mouse TRPC4 channel; HEK293 TRPC4beta/mu-opioid, Fluo4 calcium fluorescence; hits give high values; 0.49% of 310,000 active; Q9QUQ5; AID 2237; B-score at 10 µM;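 active = B-score above 5 SD of library B-scores, and initial fluorescence ratio not above library mean plus 5 SD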;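 also: positive B-score marks a calcium rise read as TRPC4 activation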
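Incubation: 45 min room-temperature Fluo4 loading, 110 s read / System: HEK293 cells stably co-expressing mouse TRPC4beta and mu-opioid receptor / Signal: Fluo4 fluorescence, kinetic / Control set: buffer (low) and maximal DAMGO (high) / Measure: integrated baseline-normalised fluorescence ratio, converted to per-well B score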
TRPC6 act: activators of mouse TRPC6 channel. B-score at 10 µM. HEK293-TRPC6 membrane potential dye fluorescence; hits give high values. 0.13% of 310,000 active. Q61143. AID 2550;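 active = B-score of the integrated fluorescence ratio above library mean plus 3 SD, and starting fluorescence ratio within library mean plus 5 SD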;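 also: higher score means more depolarization so channel activation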
Target sequence (Q61143 whole entry, looked up): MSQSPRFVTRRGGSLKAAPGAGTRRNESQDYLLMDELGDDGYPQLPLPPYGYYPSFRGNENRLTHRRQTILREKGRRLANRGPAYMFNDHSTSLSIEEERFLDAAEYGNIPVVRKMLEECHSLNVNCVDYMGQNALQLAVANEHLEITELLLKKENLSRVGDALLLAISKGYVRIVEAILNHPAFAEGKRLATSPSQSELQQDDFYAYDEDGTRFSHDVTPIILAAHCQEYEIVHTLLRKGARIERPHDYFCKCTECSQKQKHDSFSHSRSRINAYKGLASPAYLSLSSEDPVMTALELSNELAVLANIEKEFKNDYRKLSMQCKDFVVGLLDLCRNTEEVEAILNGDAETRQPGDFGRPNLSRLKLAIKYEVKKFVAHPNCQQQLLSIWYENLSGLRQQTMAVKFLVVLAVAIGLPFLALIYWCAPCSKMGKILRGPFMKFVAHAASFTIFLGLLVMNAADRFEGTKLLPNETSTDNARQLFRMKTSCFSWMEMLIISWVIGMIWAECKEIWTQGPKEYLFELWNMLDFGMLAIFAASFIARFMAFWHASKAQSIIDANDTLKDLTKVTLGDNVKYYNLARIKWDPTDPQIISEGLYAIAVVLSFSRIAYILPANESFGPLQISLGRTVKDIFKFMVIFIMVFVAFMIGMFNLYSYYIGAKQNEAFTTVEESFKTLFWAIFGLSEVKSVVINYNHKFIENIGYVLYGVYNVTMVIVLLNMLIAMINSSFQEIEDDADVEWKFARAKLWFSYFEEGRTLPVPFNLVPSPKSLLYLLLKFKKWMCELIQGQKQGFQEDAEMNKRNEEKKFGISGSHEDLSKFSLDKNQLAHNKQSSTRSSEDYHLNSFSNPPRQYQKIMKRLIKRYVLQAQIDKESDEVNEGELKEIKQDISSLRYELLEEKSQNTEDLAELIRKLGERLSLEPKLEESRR
HIF act: HIF pathway transcriptional activation; U2OS HRE-luciferase reporter, luminescence; normalized: DMSO 0%, desferrioxamine 100%; activation, % at 7.5 µM (by protocol); 0.32% of 300,000 active;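 active = mean activation of at least 10% of the iron chelator positive control signal, with at least half of replicates also reaching 10%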
TRPC6 inhibitor: inhibitors of mouse TRPC6 channel | HEK293-TRPC6, membrane potential dye, ACh-evoked depolarization; hits give low values | Q61143 | 1.1% of 310,000 active | B-score at 10 µM;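 active = B-score under library mean minus 3 SD, initial fluorescence not abnormally high, positive integrated signal ratio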;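 also: B-score derived from integrated fluorescence ratio over the kinetic read; more negative B-score means stronger inhibition of depolarization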
MrgX1 PAM: allosterically activates human MrgX1 receptor signaling | Q96LB2 | MrgX1-HEK293, Fluo-4 calcium flux, FDSS; hits give high values | B-score at 10 µM | 0.63% of 310,000 active;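 active = plate-corrected calcium response at least 3 library SD above typical, normal starting fluorescence, not activating the receptor alone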;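 also: compound read alongside a low EC10 to EC30 dose of BAM8-22 agonist; peak minus trough fluorescence over baseline measured at the second addition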
MrgX1 antag: human MrgX1 receptor antagonism, primary screen; Q96LB2; MRGX1-HEK293 calcium flux, Fluo-4, BAM8-22 antagonism; hits give low values; B-score at 10 µM; 1.3% of 310,000 active; AID 588676;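 active = calcium-response B-score plate-corrected more than 3 library SD below zero, starting fluorescence within 5 deviations, no agonist response on first addition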;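 also: peak minus trough fluorescence over baseline after final BAM8-22 challenge near maximal dose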
TRPC4 inh: TRPC4 (mouse) channel inhibition; HEK293 TRPC4beta/mu-opioid, DAMGO-evoked Fluo4 calcium flux; hits give low values; 0.39% of 300,000 active; Q9QUQ5; AID 2247; B-score at 10 µM;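 active = B-score over 3 SD under the library average, no early fluorescence shift, positive overall ratio signal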
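Material: HEK293 cells with stable TRPC4beta plus mu-opioid receptor expression / Probe or stimulus: DAMGO in two steps, submaximal then maximal / Compound: single concentration per test compound / Technique: kinetic Fluo4 fluorescence imaging of calcium influx / Read-out: per-well B score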
TRPC4 potent: TRPC4 (mouse) allosteric potentiation | AID 2227 | 0.42% of 310,000 active | B-score at 10 µM | HEK293 TRPC4beta/mu-opioid, DAMGO EC20, Fluo-4 Ca2+ flux; hits give high values | Q9QUQ5;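 active = B-score of calcium response area above 5 SD of library B-scores, with initial fluorescence ratio within 5 SD of library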;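 also: B-score of integrated fluorescence ratio over time as area under calcium response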
An asterisk follows results filed as active; i = inactive; . = not tested or not shown. Not all compounds are listed (hit frequency here may not be typical).

SMILES | PolyA inhibitor | MrgX1 agonist | AI-2 QS modul | TRPC4 act | TRPC6 act | HIF act | TRPC6 inhibitor | MrgX1 PAM | MrgX1 antag | TRPC4 inh | TRPC4 potent
Cc1ccc(Cn2nnc3c(=O)[nH]c(C4CCN(S(=O)(=O)/C=C/c5ccccc5)CC4)nc32)cc1 | i | i | 21 | i | i | -0.4 | i | i | i | i | i
O=C(CNS(=O)(=O)c1cccs1)N1CCN(c2ccccn2)CC1 | i | i | 15 | i | i | 0.4 | i | i | i | i | i
COC(=O)c1sccc1NC(=O)c1cccnc1 | i | i | 34 | i | i | -0.5 | i | i | i | i | i
Cc1cc2c(c(=O)n1C1CC1)C(c1cccc(Cl)c1)C(C#N)=C(N)O2 (stereo not drawn) | i | i | -1 | i | i | -0.7 | i | i | i | i | i
CN1CCCN(Cc2nc(-c3cccc(C(F)(F)F)c3)no2)CC1 | i | i | -23 | i | i | -0.3 | i | i | i | i | i
COC(=O)C1C2C=CC(C3CC23)C1C(=O)OCC(=O)c1ccc(OC)cc1 (stereo not drawn) | i | i | 18 | i | i | 0.0 | i | i | i | i | i
CO/N=C/c1ccc(N2CCOCC2)c([N+](=O)[O-])c1 | i | i | 12 | i | i | 0.2 | i | i | i | i | i
CNC(=O)CSc1nnc(-c2cnccn2)n1C | i | i | 12 | i | i | 0.1 | i | i | i | i | i
CN1CCN(S(=O)(=O)c2ccc(N3CCc4ccccc4C3)nc2)CC1 | i | i | 7 | i | i | 0.6 | i | i | i | i | i
CN(C)CCSc1nc(N)c2c3c(sc2n1)CN(C)CC3 | i | i | 11 | i | i | 0.2 | -8.6* | i | i | i | i
COC(=O)c1[nH]c2ccc(F)cc2c1NC(=O)Nc1ccc(OC)cc1 | i | i | 21 | i | i | -0.2 | i | i | i | i | i
Cc1noc(C)c1CSc1nnc(-c2ccccc2F)n1CCc1ccccc1 | i | i | 4 | i | i | 0.1 | i | i | i | i | i
COc1ccccc1/C=C/C=N/n1c(-c2cc(-c3ccccc3)n[nH]2)n[nH]c1=S | i | i | 21 | i | i | 0.1 | i | i | i | i | i
CC(=O)c1c(C)[nH]c(C(=O)OCC(=O)Nc2cccc(S(=O)(=O)N3CCCC3)c2)c1C | i | i | 33 | i | i | -0.7 | i | i | i | i | i
COc1ccc(S(=O)(=O)N2CCCCCC2)cc1NC(=O)CC1OC(=O)c2ccccc21 (stereo not drawn) | i | i | 18 | i | i | -0.7 | i | i | i | i | i
Cc1cccc(C)c1NC(=O)COC(=O)COc1ccc2c(C)cc(=O)oc2c1 | i | i | 22 | i | i | -1.4 | i | i | i | i | i
Cc1cc(C)n(Cc2cccc(C(=O)N/N=C/c3cccnc3)c2)n1 | i | . | 17 | i | i | 1.1 | i | . | . | i | i
CCc1ccc(OCC(O)CNC(C)(C)C)cc1 (stereo not drawn) | i | i | 11 | i | i | 0.1 | i | i | i | i | i
CCn1c(CC(=O)Nc2ccccc2F)nnc1SCC(=O)N1CCOCC1 | i | i | 47 | i | i | -0.2 | i | i | i | i | i
O=C(NCc1cccc(Cl)c1)c1ccc2c(c1)OCO2 | i | i | 6 | i | i | 0.8 | i | i | i | i | i
COC(=O)C1=C(C)NC(=O)NC1c1ccc([N+](=O)[O-])o1 (stereo not drawn) | i | i | 10 | i | i | -0.1 | i | i | i | i | i
Cc1cc(C)c2c(CN3CCN(Cc4ccccc4)CC3)cc(=O)oc2c1 | i | i | 23 | i | i | 0.3 | i | i | i | i | i
CCOC(=O)c1c(NC(=O)CN(C)C)sc(C(=O)N(CC)CC)c1C | i | i | 2 | i | i | -0.3 | i | i | i | i | i
S=C(NCc1ccccc1)NCc1ccco1 | i | i | 6 | i | i | -0.5 | i | i | i | i | i
CCC(C(=O)NC1CCCCCC1)n1nc(C)c2c(C)n(-c3ccccc3)nc2c1=O (stereo not drawn) | i | i | 2 | i | i | -0.4 | i | i | i | i | i
COc1ccc(S(=O)(=O)N2CCCC(C(=O)Nc3cccc(C(C)=O)c3)C2)cc1 (stereo not drawn) | i | i | 14 | i | i | 0.2 | i | i | i | i | i
COc1cccc(C2CC(c3c(-c4ccccc4)c4cc(Cl)ccc4[nH]c3=O)=NN2S(C)(=O)=O)c1OC (stereo not drawn) | i | i | -1 | i | i | -0.5 | i | i | i | i | i
COc1ccc(CCC(=O)OCC(=O)c2ccc(C)cc2)cc1 | i | i | 13 | i | i | 0.2 | i | i | i | i | i
COc1cccc(NC(=O)N2CCC(NC(=O)C(Cc3ccccc3F)NC(C)=O)CC2)c1 (stereo not drawn) | i | i | 10 | i | i | 1.3 | i | i | i | i | i
CCCc1nc2oc3c(NCCN4CCOCC4)ncnc3c2c2c1CCCC2 | i | i | 4 | i | i | -0.2 | i | i | i | i | i
COC(=O)CSc1cc(C)nc(NC(C)=O)n1 | i | i | 13 | i | i | -0.7 | i | i | i | i | i
COc1cccc(/C(C)=N/NC(=O)Cc2c(C)[nH][nH]c2=O)c1 | i | i | 18 | i | i | -0.4 | i | i | i | i | i
CCOC(=O)C1=C(C)NC(=O)CC1c1cc2c(cc1Br)OCO2 (stereo not drawn) | i | i | 0 | i | i | -0.3 | i | i | i | i | i
Cc1cccc(C)c1NC(=O)Cn1nc(-c2ccc(Cl)s2)ccc1=O | i | i | 7 | i | i | -0.5 | i | i | i | i | i
O=S(=O)(NCc1ccc(Cl)cc1)NCc1ccc(Cl)cc1 | i | i | 21 | i | i | -2.4 | i | i | i | i | i
CN(Cc1cnn(C)c1)C(=O)C1CCC(=O)N(Cc2cccc(C(F)(F)F)c2)C1 (stereo not drawn) | i | i | 11 | i | i | -0.4 | i | i | i | i | i
COC(=O)CSc1ccc2nnc(-c3ccc(OC)c(OC)c3)n2n1 | i | i | 22 | i | i | -0.1 | i | i | i | i | i
COc1ccc(CCN(C)C2CCCN(S(=O)(=O)N(C)C)C2)cc1OC (stereo not drawn) | i | i | 27 | i | i | -0.7 | i | i | i | i | i
Cc1cc(N)n(-c2ccccn2)n1 | i | i | 1 | i | i | 0.4 | i | i | i | i | i
C#CCn1cccc(C(=O)Nc2ccc(OC)cc2)c1=O | i | i | 14 | i | i | 1.7 | i | i | i | i | i
CCOC(=O)c1c(NC(=O)C2C3C=CC(CC3)C2C(=O)O)sc(C)c1CC (stereo not drawn) | i | i | 45 | i | 12* | 0.1 | i | i | i | i | i
COc1ccc(S(=O)(=O)c2snnc2C)cc1 | i | i | -1 | i | i | -0.6 | i | i | i | i | i
COc1ccc([N+](=O)[O-])cc1NC(=O)CSc1ccc2ccccc2c1 | i | i | 13 | i | i | 0.3 | i | i | i | i | i
COC(=O)N/N=C/c1ccc(-c2ccccc2Cl)o1 | i | i | 10 | i | i | 1.6 | i | i | i | i | i
Cc1cc(C)c(S(=O)(=O)NCCc2ccncc2)c(C)c1 | i | i | 3 | i | i | -0.2 | i | i | i | i | i
O=C(Cn1cnc2c(cnn2-c2ccccc2)c1=O)NCCc1ccccc1 | i | i | 7 | i | i | -0.4 | i | i | i | i | i
Cc1cc(C)n2nc(CC(=O)NNC(=O)COc3cccc(C)c3C)nc2n1 | i | i | 91 | i | i | 0.1 | i | i | i | i | i
CCOc1ccccc1N1CCN(C(=O)c2cccc(-c3ccc(O)cc3)c2)CC1 | i | i | 4 | i | i | -3.5 | i | i | i | i | i
Cc1ccccc1NC(=O)c1cccc(NC(=O)CCC(=O)O)c1 | i | i | -2 | i | i | 0.3 | i | i | i | i | i
O=C(CCC(=O)Nc1ccccc1)NNC(=O)c1cccs1 | i | i | 14 | i | i | 0.3 | i | i | i | i | i
Next part:
SMILES | PolyA inhibitor | MrgX1 agonist | AI-2 QS modul | TRPC4 act | TRPC6 act | HIF act | TRPC6 inhibitor | MrgX1 PAM | MrgX1 antag | TRPC4 inh | TRPC4 potent
O=S(=O)(c1ccccc1Cl)N1CCC(O)(c2cccnc2)CC1 | i | i | 14 | i | i | 0.0 | i | i | i | i | i
Cc1ccc(F)c(NC(=O)CCc2ccccc2)c1 | i | i | . | i | i | 2.5 | i | i | i | i | i
COc1ccccc1NS(=O)(=O)c1cc(NC(=O)c2ccc3c(c2)OCCO3)ccc1C | i | i | 18 | i | i | -0.7 | i | i | i | i | i
COc1ccc(CNC(=O)C2CCN(S(=O)(=O)c3c(C)noc3/C=C/N(C)C)CC2)cc1 | i | i | 14 | i | i | -0.4 | i | i | i | i | i
Nc1ccccc1C(=O)NCc1ccc(Cl)cc1 | i | i | -32 | i | i | 0.8 | i | i | i | i | i
O=C(NC1CCCC1)C(c1ccncc1)N(Cc1ccccc1)C(=O)Cc1cccs1 (stereo not drawn) | i | i | 20 | i | i | -0.2 | i | i | i | i | i
CCc1ccc(OCC(=O)N(C)CCC#N)c(Br)c1 | i | i | 30 | i | i | -0.2 | i | i | i | i | i
COc1ccccc1NC(=S)Nc1cccc(F)c1 | i | i | 21 | i | i | -0.8 | i | i | i | i | i
Cc1ccc(N2CCN(C(=O)C3CCC(=O)N(Cc4ccc(Cl)cc4)C3)CC2)c(C)c1 (stereo not drawn) | . | i | 3 | i | i | 0.1 | i | i | i | i | i
COc1ccccc1-c1cc(C(F)(F)F)nc(S(=O)(=O)CCCC(=O)N2CCCCC2C)n1 (stereo not drawn) | i | i | 21 | i | i | 11* | i | i | i | i | i
Cc1nn(C)cc1S(=O)(=O)N1CCN(c2cccc(Cl)c2)CC1 | i | i | 27 | i | i | 0.2 | i | i | i | i | i
COc1ccc(S(=O)(=O)N2CCN(C(=O)COc3ccc(C)c(C)c3)CC2)cc1OC | i | i | 54 | i | i | -0.3 | i | i | i | i | i
CCC(C)[C@H](NC(=O)NCc1ccc(F)cc1)C(=O)O (stereo partly drawn) | i | i | -9 | i | i | -0.4 | i | i | i | i | i

Record cards, from the list above.
CCC(C)[C@H](NC(=O)NCc1ccc(F)cc1)C(=O)O (stereo partly drawn) is listed with PolyA inhibitor = i; MrgX1 agonist = i; AI-2 QS modul = -9; TRPC4 act = i; TRPC6 act = i; HIF act = -0.4; TRPC6 inhibitor = i; MrgX1 PAM = i; MrgX1 antag = i; TRPC4 inh = i; TRPC4 potent = i
Cc1ccc(N2CCN(C(=O)C3CCC(=O)N(Cc4ccc(Cl)cc4)C3)CC2)c(C)c1 (stereo not drawn) is listed with PolyA inhibitor = .; MrgX1 agonist = i; AI-2 QS modul = 3; TRPC4 act = i; TRPC6 act = i; HIF act = 0.1; TRPC6 inhibitor = i; MrgX1 PAM = i; MrgX1 antag = i; TRPC4 inh = i; TRPC4 potent = i
